Mtb BioA inh = blocks M. tuberculosis BioA enzyme activity. inhibition, % at 9.99 µM. purified M. tuberculosis BioA enzyme, plate reader. hit rate 0.096% among 360,000; in the data active means inhibition above about 40%; inconclusive means no clear call, values can overlap the other calls
VHR inh abs = DUSP3 (human) phosphatase inhibition | recombinant VHR phosphatase, pNPP absorbance | inhibition, % at 13.3 µM | hit rate 0.52% among 290,000; in the data active means inhibition above about 50%; further: some compounds called inactive have numbers as strong as hits
Target sequence (P51452 whole entry, looked up): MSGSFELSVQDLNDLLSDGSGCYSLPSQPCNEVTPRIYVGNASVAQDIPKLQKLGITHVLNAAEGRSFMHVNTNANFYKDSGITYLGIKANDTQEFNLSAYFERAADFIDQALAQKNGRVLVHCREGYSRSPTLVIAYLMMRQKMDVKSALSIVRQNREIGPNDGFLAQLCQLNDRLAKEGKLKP
CCHFV vOTU inh = CCHFV vOTU protease inhibition | Pep-AMC fluorescence | inhibition, % at 11.5 µM | hit rate 0.55% among 370,000; further: 0% = vehicle wells with enzyme and 100% = no enzyme wells
FadD28 binding = M. tuberculosis FadD28 bisubstrate binding inhibition; FadD28 bisubstrate probe binding, fluorescence polarization; inhibition, % at 12.5 µM; hit rate 0.22% among 360,000; AID 588549; in the data active means inhibition above about 8.5%, passing the limit was not always enough; inconclusive means no clear call, values can overlap the other calls
FBA Mtb inh = inhibitors of M. tuberculosis fructose-bisphosphate aldolase; P9WQA3; purified M. tuberculosis FBA, fluorescence read-out; inhibition, % at 1 µM; hit rate 2.3% among 360,000; AID 588726; in the data active means inhibition above about 27%;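 further: 0% = vehicle and 100% = reference inhibitor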
Target sequence (P9WQA3 whole entry, looked up): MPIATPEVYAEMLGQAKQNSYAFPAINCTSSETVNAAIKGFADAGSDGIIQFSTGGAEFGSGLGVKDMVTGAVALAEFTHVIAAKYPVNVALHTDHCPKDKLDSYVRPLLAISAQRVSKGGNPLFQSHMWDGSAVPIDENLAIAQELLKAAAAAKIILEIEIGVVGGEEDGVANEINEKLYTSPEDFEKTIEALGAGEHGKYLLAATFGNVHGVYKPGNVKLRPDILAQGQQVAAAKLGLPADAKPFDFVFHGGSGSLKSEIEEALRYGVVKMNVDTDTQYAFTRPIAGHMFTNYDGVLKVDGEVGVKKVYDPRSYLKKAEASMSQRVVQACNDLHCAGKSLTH
Mtb UGM inh = inhibitors of M. tuberculosis UDP-galactopyranose mutase. purified UGM, fluorescence polarization probe displacement. inhibition, % at 10 µM. hit rate 0.06% among 320,000. AID 504406; in the data active means inhibition above about 10%, passing the limit was not always enough; inconclusive means no clear call, values can overlap the other calls
Target sequence (P9WIQ1 whole entry, looked up): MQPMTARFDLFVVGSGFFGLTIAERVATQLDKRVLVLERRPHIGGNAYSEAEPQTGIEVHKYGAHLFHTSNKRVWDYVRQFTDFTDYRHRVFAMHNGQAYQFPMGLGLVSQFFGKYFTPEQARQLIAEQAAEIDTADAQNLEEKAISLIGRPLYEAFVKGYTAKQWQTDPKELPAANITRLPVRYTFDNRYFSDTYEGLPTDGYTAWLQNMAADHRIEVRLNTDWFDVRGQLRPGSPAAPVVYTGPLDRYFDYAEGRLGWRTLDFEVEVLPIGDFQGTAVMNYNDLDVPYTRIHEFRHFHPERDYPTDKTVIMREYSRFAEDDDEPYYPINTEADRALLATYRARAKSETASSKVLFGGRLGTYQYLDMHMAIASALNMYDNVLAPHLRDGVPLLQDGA
BoNT-F LC inh = BoNT F light chain protease inhibition; AID 588497; hit rate 0.22% among 360,000; inhibition, % at 10 µM; Multiplex microsphere protease cleavage assay, flow cytometry; in the data active means inhibition above about 35%, passing the limit was not always enough; inconclusive means no clear call, values can overlap the other calls; further: plate controls were buffer without enzyme for full effect and enzyme alone for no effect
Rv3671c protease = inhibitors of M. tuberculosis serine protease Rv3671c; hit rate 0.048% among 320,000; inhibition, % at 5.96 µM; P9WHR9; in the data active means inhibition above about 38%;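 further: extracellular domain of Rv3671c used as enzyme; 0% = enzyme with DMSO and 100% = no enzyme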
MazF activator = activators of E. coli MazEF toxin-antitoxin RNase. FAM/BHQ RNA-DNA oligo cleavage fluorescence, 5 h. activation, % at 20 µM. hit rate 0.32% among 350,000; in the data active means activation above about 50%
Target sequence (P0AE70 whole entry, looked up): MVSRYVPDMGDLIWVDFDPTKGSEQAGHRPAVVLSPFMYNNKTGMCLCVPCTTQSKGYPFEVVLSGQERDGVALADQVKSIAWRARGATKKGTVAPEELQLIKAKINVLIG
GDH-TPI counter = GDH-TPI coupled enzyme inhibition counter-screen; GDH-TPI coupled enzyme counterscreen, NADH absorbance; inhibition, % at 4.8 µM; hit rate 1.2% among 360,000;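 further: 0% = DMSO wells and 100% = wells lacking the enzyme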
An asterisk follows results filed as active; u = inconclusive; x = no result given; & = joins results of further samples. Unless noted, no stated cut-off is given here; in the data, active means inhibition above about 30%; inactive means the rest.

Sample of the layout (four entries):
SMILES | Mtb BioA inh | VHR inh abs | CCHFV vOTU inh | FadD28 binding | FBA Mtb inh | Mtb UGM inh | BoNT-F LC inh | Rv3671c protease | MazF activator | GDH-TPI counter
CCOc1ccccc1/C=C/c1onc(C)c1S(=O)(=O)N1CCC(C(=O)NC(C)C)CC1 | 0.7 | -20 | 4 | -5.5 | -2 | 2.0 | 18 | -3 | 2 | 10
COc1cc(/C=C(\C#N)c2nc3ccc(C)cc3[nH]2)c([N+](=O)[O-])cc1OC | -0.7 | 17 | 12 | 3.6 | 3 | 0.9 | 2 | 9 | 13 | 33*
Cc1cc(=O)[nH]c2c1c(C)nn2-c1ccccc1 | x | 11 | -10 | -1.1 | 2 | 1.7 | 1 | 1 | 3 | 9
CSc1ccccc1C(=O)Nc1cc([N+](=O)[O-])ccc1C | -1.3 | 1 | -9 | -3.4 | 1 | -2.3 | -2 | 4 | 4 | -7

This part in full, from the first entry:
SMILES | Mtb BioA inh | VHR inh abs | CCHFV vOTU inh | FadD28 binding | FBA Mtb inh | Mtb UGM inh | BoNT-F LC inh | Rv3671c protease | MazF activator | GDH-TPI counter
CCOc1ccccc1/C=C/c1onc(C)c1S(=O)(=O)N1CCC(C(=O)NC(C)C)CC1 | 0.7 | -20 | 4 | -5.5 | -2 | 2.0 | 18 | -3 | 2 | 10
COc1cc(/C=C(\C#N)c2nc3ccc(C)cc3[nH]2)c([N+](=O)[O-])cc1OC | -0.7 | 17 | 12 | 3.6 | 3 | 0.9 | 2 | 9 | 13 | 33*
Cc1cc(=O)[nH]c2c1c(C)nn2-c1ccccc1 | x | 11 | -10 | -1.1 | 2 | 1.7 | 1 | 1 | 3 | 9
CSc1ccccc1C(=O)Nc1cc([N+](=O)[O-])ccc1C | -1.3 | 1 | -9 | -3.4 | 1 | -2.3 | -2 | 4 | 4 | -7
O=[N+]([O-])c1cc(Br)c2c(c1)CCN2 | 0.1 | x | 30* | -2.4 | -10 | x | -4 | x | 2 | 12
COc1ccc(O)c(/C=N/N2CCOCC2)c1 | -1.1 | 17 | 10 | -0.4 | 2 | -0.3 | 0 | 1 | 8 | 10
Cn1c(=O)oc2cc(S(=O)(=O)CCC(=O)N3CCN(c4ccccc4)CC3)ccc21 | -0.4 | 12 | 10 | -4.3 | 0 | 1.4 | 0 | -3 | 8 | 5
COc1ccc(F)cc1-c1nc(N)nc(N)n1 | -1.5 | x | -1 | -4.1 | 5 | -0.1 | -1 | 13 | -3 | -2
Cn1c(=O)cc(-c2ccccc2)c2ccccc21 | 10 | 5 | 1 | -0.2 | 0 | -0.5 | 3 | -6 | 2 | 13
CCOC(=O)C(C)(C)Oc1ccc(Cl)cc1 | 0.0 | x | 2 | -2.2 | 4 | 0.2 | -2 | 6 | 5 | 9
CCCCNC(=O)COC(=O)c1ccc(NS(=O)(=O)c2ccc3c(c2)OCCO3)cc1 | x | 31 | -6 | -3.0 | -1 | 3.0 | -7 | 1 | -10 | 0
C=CCn1c(=NC(=O)c2cc(-c3cccs3)nc3ccccc23)sc2cc(S(N)(=O)=O)ccc21 | -0.4 | -6 | -17 | -3.2 | 13 | -3.3 | 5 | -131 | 5 | 21
O=C(/C=C/c1c(F)cccc1Cl)Nc1nc2ccccc2[nH]1 | x | 5 | 1 | -0.8 | -3 | 2.4 | -2 | -2 | -13 | 11
Cc1c(C(=O)N2CCN(C3CCS(=O)(=O)C3)CC2)oc2ccc(Cl)cc12 (configuration not stated) | 4.4 | x | 15 | -1.7 | -2 | x | u | x | 4 | 0
C=CCNC(=S)NNc1ncnc2sc3c(c12)CC(C)(C)OC3 | x | 10 | 7 | -0.2 | -3 | 0.7 | 1 | 6 | 1 | -2
Cc1cc(C)c(C)c(OCC(=O)N2CCCCCC2)c1 | 2.1 | 15 | -4 | -3.0 | 7 | -0.7 | 9 | 11 | 0 | -8
CCOC(=O)C1=C(N)Oc2cc(C)n(C)c(=O)c2C1c1ccncc1 (configuration not stated) | x | -2 | -2 | 0.8 | 1 | 1.5 | -6 | 1 | -14 | 4
CN(CC(=O)NC1CC(C)(C)NC(C)(C)C1)S(=O)(=O)c1ccc(Br)cc1 | 1.0 | -9 | 13 | -3.3 | -1 | -0.3 | 3 | 3 | 4 | -8
COCCNC(=O)C1CCCN(S(=O)(=O)c2c(C)noc2/C=C/c2cccs2)C1 (configuration not stated) | x | 10 | 6 | 0.0 | 3 | 0.0 | -5 | 5 | 13 | 22
Cc1cc(C)cc(NC(=O)c2cccc(C(=O)Nc3cc(C)cc(C)c3)n2)c1 | -1.3 | 0 | 7 | 0.0 | 0 | -2.0 | u | 1 | -13 | 6
CCOP(=O)(OCC)C(Nc1ccccc1)c1ccccc1C(F)(F)F (configuration not stated) | x | 37 | 20 | 2.2 | 1 | -4.8 | -10 | 1 | 0 | -1
O=C(N/N=C/c1ccc([N+](=O)[O-])cc1)c1ccc(COc2ccccc2-c2ccccc2)cc1 | x | 18 | 1 | -1.2 | -3 | -3.4 | -8 | -33 | 16 | 3
O=C(Cc1ccc(S(=O)(=O)N2CCCCC2)s1)Nc1ccc(F)c(F)c1 | x | -10 | 10 | -3.5 | -1 | 0.0 | -13 | -11 | -13 | -2
CN(C)C(CNC(=O)c1c(F)cccc1Cl)c1ccco1 (configuration not stated) | -1.3 | 15 | 24 | 1.3 | 3 | -0.5 | 4 | -1 | 7 | 13
O=C(NC1CCCC1)c1cc(-c2cccc(Cl)c2)on1 | -4.0 | 27 | 11 | 0.5 | 4 | -0.3 | -10 | -7 | 8 | 1
C[C@H]1CCCCO[C@H](CN(C)Cc2ccc(C(=O)O)cc2)[C@@H](C)CN([C@@H](C)CO)C(=O)c2cc(NS(=O)(=O)c3cn(C)cn3)ccc2O1 | -0.5&-2.5 | x | -3 | 0.5 | 1 | x | 0 | x | 6 | 2
O=C(CN1CCC(C(O)(c2ccccc2)c2ccccc2)CC1)Nc1cc(Cl)ccc1Cl | -1.6 | 10 | -12 | -1.3 | -2 | -1.5 | -11 | -5 | -22 | 11
N/C(=N\[N+](=O)[O-])N1CCN(C(=O)c2ccccn2)CC1 | -0.8 | 30 | 6 | 0.2 | 2 | 3.7 | -4 | -11 | 13 | 0
CCCCCN(C(=O)CCC(=O)OCC(=O)NCc1ccc(OC)cc1)c1c(N)n(CCCC)c(=O)[nH]c1=O | -1.2 | 6 | 9 | -4.8 | 0 | -2.1 | -2 | 1 | 3 | -8
CCN(CC)C(=O)c1sc2nc(Cc3ccccc3)[nH]c(=O)c2c1C | -1.5 | 10 | -11 | -2.0 | 6 | 0.7 | -3 | -14 | -3 | 8
COC(=O)C1CCN(C(=O)c2cc(OC)c(OC)c(OC)c2)CC1 | -1.2 | 32 | 1 | 0.3 | 1 | -1.1 | 1 | 3 | 4 | 0
Cn1c(C(=O)NCCc2ccccc2)cc(=O)n(C)c1=O | -0.6 | 21 | -9 | 0.2 | 4 | -1.3 | -4 | -1 | -22 | -6
COc1cccc(NC(=S)N(CCC(C)C)C(C)c2ccncc2)c1 (configuration not stated) | -0.9 | -16 | -1 | x | -2 | -5.8 | -13 | 5 | 1 | -4
COc1ccc(-c2csc(C(C)(O)c3ccccc3)n2)cn1 (configuration not stated) | 0.8 | x | 7 | -0.3 | 2 | x | 9 | x | x | -11
Cc1sc2nc(CN3CCCC3)nc(N3CCN(S(=O)(=O)c4cccs4)CC3)c2c1C | 1.9 | 12 | -11 | -1.5 | 0 | -0.7 | -4 | -17 | -13 | 10
O=c1[nH]c(CSc2ncnc3sccc23)nc2cc(C(F)(F)F)ccc12 | -1.4 | 7 | 13 | -3.6 | 2 | -0.7 | -4 | 4 | 28 | -2
Cc1cc(C)cc(NC(=O)c2ccccc2CC[N+](=O)[O-])c1 | -1.0 | 2 | -4 | -3.4 | 1 | 0.9 | -7 | -4 | 6 | 0
COCc1ccc(CN2CCc3c([nH]c4ccccc34)C2C(C)(C)C)o1 (configuration not stated) | x | 1 | -2 | -0.5 | 8 | -0.8 | -6 | 4 | -5 | 5
O=c1cc[nH]c2c1ccc1c(=O)cc[nH]c12 | x | -10 | -22 | -1.6 | 24 | 1.5 | u | 50* | -7 | 10
O=C(CSCc1ccccc1F)NCc1ccccc1 | -1.2 | 6 | 3 | -0.3 | 0 | 0.4 | -4 | -1 | -1 | -2
CCOc1ncccc1C(=O)Nc1ccc(S(=O)(=O)Nc2cc(C)nc(C)n2)cc1 | 0.6 | x | 12 | -3.7 | 0 | -1.6 | -1 | 0 | 0 | 1
COc1ccc(C)cc1-n1c(SCC(=O)Nc2cc(C)on2)nc2sc(C)c(C)c2c1=O | -1.3 | 12 | 13 | -14 | -7 | 0.2 | 6 | 4 | -4 | 12
CC1(C(=O)O)CCCN(C(=O)c2cccnc2Oc2ccccc2)C1 (configuration not stated) | -0.7 | x | 3 | 0.2 | -1 | x | -1 | x | x | 11
CC(/C=N/N1CCN(c2ccccn2)CC1)=C\c1ccccc1 | 0.4 | 18 | 2 | -1.4 | -5 | 0.6 | -10 | -4 | -7 | -5
CC1CCCCC1NC(=O)C1CCN(c2c3c(nc4ncnn24)CCC3)CC1 (configuration not stated) | 0.4 | 2 | 2 | -2.0 | 0 | 2.1 | 13 | 13 | 9 | 5
Cc1ccc(S(=O)(=O)NCC(=O)OCC(=O)NCc2ccco2)cc1 | -1.1 | x | -6 | -0.4 | 3 | 0.5 | -3 | 8 | -4 | -5
O=C(O)Cc1ccc(NC(=O)c2ccc(Cl)c(Cl)c2)cc1 | -1.0 | 11 | 0 | -4.2 | -4 | 1.5 | -1 | 12 | -10 | -1
COC(=O)CSc1cc([N+](=O)[O-])cc2c1c(C1OCCO1)nn2-c1ccccc1 | x | -6 | -15 | 0.3 | 4 | -0.2 | -14 | -6 | 114* | -1
N#Cc1ccc(OCC(=O)N/N=C/C2CC=CCC2)cc1 (configuration not stated) | x | 9 | 6 | -2.4 | 1 | 5.2 | 1 | -1 | 8 | -6
COc1ccccc1Nc1nc(NCC2CCCO2)c2ccccc2n1 (configuration not stated) | -0.5 | 1 | 0 | -4.8 | -3 | 3.4 | 1 | -5 | 17 | 9
Cc1ccc(C(=O)N[C@H](C(=O)OCC(=O)c2ccc[nH]2)C(C)C)cc1 | x | -7 | -5 | -2.1 | 0 | -1.7 | -5 | -3 | 7 | 9
Nc1nsc2ccccc12 | 0.2 | 10 | 4 | 0.3 | 13 | 3.1 | -5 | 4 | 8 | 3
COc1ccc(N2CCN(c3oc(COc4ccccc4)nc3C#N)CC2)cc1 | -1.4 | -4 | 8 | -4.1 | 2 | -0.4 | -6 | 1 | 2 | 6
C=CCn1c(=S)[nH]c2cc(C(=O)Nc3ccc(F)cc3)ccc2c1=O | -0.2 | -17 | -9 | x | -4 | -1.7 | -6 | -47 | 5 | 13
Cc1nn(C)c(Cl)c1S(=O)(=O)N1CCC(CO)(CCc2ccccc2)CC1 | x | 16 | -6 | -1.0 | 0 | 0.2 | -5 | -5 | 9 | -3
O=C(N/N=C\c1ccc(F)cc1)c1csnn1 | 0.6 | 10 | 6 | -2.7 | 3 | -2.0 | -3 | 5 | -11 | -5
COc1ccc2c(=O)c(-c3nc(C)cs3)coc2c1 | -1.5 | 2 | 13 | 2.1 | 3 | 1.2 | 3 | -12 | 11 | 14
CCO[C@H]1OC(C(=O)NCc2nc3ccccc3[nH]2)=C[C@@H](c2ccc(Br)cc2)[C@@H]1CCCO | 3.1 | x | -6 | -11 | 5 | -4.5 | -4 | -2 | 4 | 8
O=C(O)c1ccccc1-c1ccccc1C(=O)Nc1cccc(O)c1 | 0.0 | -2 | -11 | 0.0 | 3 | 0.8 | 1 | 3 | 8 | -1
CCCCCN(C(=O)CN(C)Cc1ccc(OC)cc1OC)c1c(N)n(CCCC)c(=O)[nH]c1=O | 0.2 | 23 | -1 | -0.9 | 1 | 0.1 | -3 | 4 | -3 | -3
